# Bioassay records from PubChem BioAssay.
# KCNQ2 block: KCNQ2 channel blockers in CHO-K1 cells – cell-based, FluxOR thallium flux, B-score, primary screen (AID 2156); 20 min; stronger effect = lower value; B-score at 10 µM; hit rate 1.1% among 310,000;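 active = fluorescence ratio B-score at most minus 3 library SDs, with starting brightness B-score within 2 library SDs, cut at about -5.5 in these data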
# OX1R FRET antag: antagonists of human orexin 1 receptor (OX1R); O43613; OX1R-expressing cells, FRET antagonist read-out; inhibition, % at 6.6 µM; hit rate 1.8% among 330,000; AID 485270; in the data active = inhibition mostly above about 38%, no sharp cut-off; inactive = mostly below about 40%;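 note: 0% = agonist challenge alone and 100% = reference antagonist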
# Target sequence (O43613 whole entry, looked up): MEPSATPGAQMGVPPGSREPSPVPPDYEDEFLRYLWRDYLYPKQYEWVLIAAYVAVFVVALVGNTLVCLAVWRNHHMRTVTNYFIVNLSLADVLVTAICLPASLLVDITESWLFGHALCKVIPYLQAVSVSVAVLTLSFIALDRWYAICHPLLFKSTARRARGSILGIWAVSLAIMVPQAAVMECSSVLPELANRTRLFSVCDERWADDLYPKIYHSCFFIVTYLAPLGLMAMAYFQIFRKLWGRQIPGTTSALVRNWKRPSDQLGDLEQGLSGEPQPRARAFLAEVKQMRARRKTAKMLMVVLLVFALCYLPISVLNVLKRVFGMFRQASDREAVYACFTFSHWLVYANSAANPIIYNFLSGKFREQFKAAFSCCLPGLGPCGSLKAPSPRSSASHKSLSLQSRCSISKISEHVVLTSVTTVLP
# STK33 inh: blocks human STK33 kinase activity | hit rate 0.073% among 320,000 | Q9BYT3 | purified STK33, MBP phosphorylation, ADP-Glo luminescence | inhibition, % at 10 µM;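 active = inhibition at or above 25%, using the most active replicate where run in duplicate; inactive = inhibition below 25%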
# Target sequence (Q9BYT3 whole entry, looked up): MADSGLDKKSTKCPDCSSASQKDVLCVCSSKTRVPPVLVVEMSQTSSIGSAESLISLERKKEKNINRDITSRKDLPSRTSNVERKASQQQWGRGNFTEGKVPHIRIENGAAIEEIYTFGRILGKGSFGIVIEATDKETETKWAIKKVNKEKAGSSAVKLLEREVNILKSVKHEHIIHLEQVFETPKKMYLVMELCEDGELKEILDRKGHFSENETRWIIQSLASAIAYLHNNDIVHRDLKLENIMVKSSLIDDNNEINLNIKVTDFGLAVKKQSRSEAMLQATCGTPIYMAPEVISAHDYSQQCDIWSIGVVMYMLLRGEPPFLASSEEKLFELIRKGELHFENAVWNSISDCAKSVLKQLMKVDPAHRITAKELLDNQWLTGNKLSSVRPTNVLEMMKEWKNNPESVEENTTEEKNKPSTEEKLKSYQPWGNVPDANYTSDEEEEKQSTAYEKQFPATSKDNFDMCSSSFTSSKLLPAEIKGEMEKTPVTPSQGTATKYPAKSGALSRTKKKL
# Active calls of the source: *; i = inactive; nt = no result given.
KCNQ2 block	OX1R FRET antag	STK33 inh	SMILES
i	3.8	-0.3	O=C(NC(=S)Nc1ccc(Cl)c(C(=O)O)c1)c1ccco1
nt	2.9	-0.9	COc1cc(OC)cc(-c2c(-c3cccs3)c3cc(Br)ccc3n2C)c1
i	7.9	-0.5	Cn1c(CNC(=O)CCNC(=O)c2ccc(Br)cc2)cc(=O)n(C)c1=O
i	9.7	0.2	CCOc1cc(NS(=O)(=O)c2ccc(NC(C)=O)cc2)c(OCC)cc1NC(=O)c1cccs1
i	4.5	-1.4	Cc1c(OCC(=O)N2CCC(C(N)=O)CC2)ccc2c3c(c(=O)oc12)CCC3
i	53.0	-0.1	Cc1cccc(NC(=S)NC(=O)C2CC2)c1
i	40.1	0.1	Cc1cc(C)n(CCNC(=O)C2CCC(=O)N(CCc3cccc(F)c3)C2)n1 (stereo not drawn)
i	18.9	-0.3	N#C/C(=C\c1ccccc1OCc1ccc(C(=O)O)cc1)c1ccccc1
i	21.1	-0.9	Cc1cc(C)cc(Oc2nc3ccccn3c(=O)c2/C=C(\C#N)C(=O)NC2CCS(=O)(=O)C2)c1 (stereo not drawn)
i	17.8	-2.3	CCS(=O)(=O)N1CCC(NC(C)=O)(c2ccccc2)CC1
i	11.9	3.5	Cc1nonc1NC(=O)N1CCCC1
i	9.3	-0.1	O=C(CS(=O)(=O)Cc1ccccc1)Nc1ccc(S(=O)(=O)N2CCCCCC2)cc1
i	22.6	-0.6	Cc1ccccc1-n1cnc2cc(NCc3cccs3)ccc21
i	4.7	-0.4	Cc1cccc(NC(=O)c2oc3ccc(S(=O)(=O)N4CCOCC4)cc3c2C)c1C
i	20.4	-1.5	Cc1ccc(S(=O)(=O)Nc2ccc(NC(=O)Nc3ccc(F)cc3F)cc2)cc1
i	10.3	-0.3	COc1ccc(C(C(=O)NC2CCCCC2)N(C(=O)c2sc(C)nc2C)c2ccc(OC)cc2)cc1 (stereo not drawn)
i	7.7	0.2	O=C(CSc1nnc(C23CC4CC(CC(C4)C2)C3)o1)Nc1ccc(N2CCOCC2)c(Cl)c1
i	7.5	-0.7	O=S(=O)(NCCN1CCOCC1)c1ccc2c(c1)OCCO2
i	8.7	0.0	COC(C/C=C\[C@@H](O)[C@H](C)OCc1ccccc1)OC
i	1.2	-1.0	COc1cccc(OC(=O)CSc2nnc(-c3ccccc3Br)o2)c1
i	9.1	1.8	Cc1cc(Cl)ccc1C(=O)C1CCCN(C(=O)c2cccnc2C)C1 (stereo not drawn)
i	10.2	-0.6	CC1C(=O)N2CCCc3cc(S(=O)(=O)N4CCC(C(N)=O)CC4)cc1c32 (stereo not drawn)
i	6.1	-1.1	CC(=O)Nc1ccc(N2CCN(c3ccc(F)cc3)CC2)cc1
i	10.6	-0.8	CC(=O)c1cc2c(cc1NC(=O)c1ccccc1C)OCO2
nt	7.8	-1.6	C=CCNC(=O)Cc1ccc(S(=O)(=O)N2CCOCC2)s1
i	18.2	0.4	COc1cc2nc(CN3CCC(C(O)(c4ccccc4)c4ccccc4)CC3)[nH]c(=O)c2cc1OC
i	24.0	0.5	Cc1cc(N2C(=O)C3C4c5ccccc5C(c5ccccc54)C3C2=O)no1 (stereo not drawn)
i	9.5	0.3	CCCC1Nc2ccc(C(=O)O)cc2C2C=CCC12 (stereo not drawn)
i	13.7	-1.3	COc1cccc(-c2nc(CS(=O)(=O)CC(=O)N3CCc4ccccc43)c(C)o2)c1
i	3.8	-1.7	COc1ccc(CCN(CC(=O)NCc2ccc(F)cc2)C(=O)c2snc(C(N)=O)c2N)cc1OC
i	21.7	-0.3	O=C(O)COc1ccc2c(-c3ccccc3)cc(=O)oc2c1
i	34.0	-0.4	O=S1(=O)CCOC[C@H](Cc2ccccc2)N1Cc1cccc(F)c1
i	10.9	-1.6	COc1ccc(C2CC(=O)C3=C(C2)Nc2ccccc2N(C(=O)CCC(=O)O)C3c2ccc(F)cc2)cc1OC (stereo not drawn)
i	15.7	0.9	O=C(NC(=S)NNC(=O)c1ccccc1O)c1cccnc1
i	25.4	2.9	COc1ccc2oc(C(=O)C3CC3)c(N)c2c1
i	3.0	-0.7	O=C(c1cc(F)cc2c1OCOC2)N1CCN(c2ccc(F)cc2)CC1
i	18.0	0.5	Cc1ccccc1OCC(=O)NNC(=O)CSc1nc(N)cc(N)n1
i	12.4	-0.7	CC(C)CNc1ncnc2c1cnn2Cc1ccc(Cl)cc1
i	-5.3	-1.4	CC(C)COC(=O)n1ccc(C(=O)N2CCCCC2)n1
i	-6.3	2.2	CCOC(=O)CC1=CC(=O)Nc2ccccc2N1
i	7.9	1.1	COC(=O)C(C)N(C#N)c1nc(C)cc(C)n1 (stereo not drawn)
i	14.7	0.1	C[C@H](NC(=O)c1nc[nH]c1C(=O)NCCCCCNC(=O)OC(C)(C)C)C(=O)OCc1ccccc1
i	4.8	-1.5	N#Cc1nc(-c2ccco2)oc1N1CCOCC1
i	13.5	0.8	Cc1ccccc1C(=O)NNc1ccc([N+](=O)[O-])cc1
i	61.8	-0.7	CN(C(=O)COC(=O)/C=C/c1ccc2ccccc2n1)C1CCS(=O)(=O)C1 (stereo not drawn)
i	12.3	-0.8	CCC(=O)Nc1ccccc1C(=O)OCc1ccc(C(=O)c2ccccc2)cc1
i	5.6	-2.5	CN=C(Nc1ccc(Br)cc1)SC1CC(=O)N(c2ccc(OC)cc2)C1=O (stereo not drawn)
i	6.6	-2.4	CN(C(=O)c1ccc(OC2CCN(CCc3ccccc3)CC2)cc1)C1CCOCC1
i	15.8	-4.1	CCc1nnc(NC(=O)CSc2nnc(-c3ccncc3)n2C)s1
nt	-0.5	-0.2	O=C(OCC(=O)N1CCCCCC1)c1cccc(Cl)c1
i	22.9	-3.2	COc1ccc(NC2=C(c3ccc(OC)cc3)C(=O)c3ccccc32)cc1
i	-1.1	-1.1	CC(=O)Nc1ccc(OCCOc2ccc(/C=C3\C(=N)N4N=C(C)SC4=NC3=O)cc2)cc1
i	20.5	2.2	CC(=O)c1ccc2c3c(ccc(O)c13)CC2
i	6.9	-0.7	CCCNC(=O)c1cccc(NC(=O)C(C)C)c1
i	21.1	-0.9	COc1ccc(S(=O)(=O)N2CCN3CCCC3C2)cc1 (stereo not drawn)
-6.15*	15.8	-0.6	O=[N+]([O-])c1cc(Cl)ccc1N1CCN(c2cccc(C(F)(F)F)c2)CC1
i	12.4	-1.4	CCC(=O)c1ccc(OCC(=O)OCC(=O)N2CCN(c3ccc(OC)cc3)CC2)cc1
i	20.9	1.0	COc1ccc(NC(=O)CCOc2ccccc2C)cc1S(=O)(=O)N1CCCCC1
i	0.1	-0.8	COC(=O)c1c(NC(=O)CSc2nnnn2-c2ccccc2)sc2c1CCC(C(C)(C)C)C2 (stereo not drawn)
i	6.1	-0.5	c1ccc(CNC2=NCCC2)nc1

# Results in OX1R FRET antag, for five of the compounds above:
Compound | OX1R FRET antag
COc1ccc(S(=O)(=O)N2CCN3CCCC3C2)cc1 (stereo not drawn) | 21.1
O=[N+]([O-])c1cc(Cl)ccc1N1CCN(c2cccc(C(F)(F)F)c2)CC1 | 15.8
CCC(=O)c1ccc(OCC(=O)OCC(=O)N2CCN(c3ccc(OC)cc3)CC2)cc1 | 12.4
COc1ccc(NC(=O)CCOc2ccccc2C)cc1S(=O)(=O)N1CCCCC1 | 20.9
COC(=O)c1c(NC(=O)CSc2nnnn2-c2ccccc2)sc2c1CCC(C(C)(C)C)C2 (stereo not drawn) | 0.1

# (list continues)
KCNQ2 block	OX1R FRET antag	STK33 inh	SMILES
i	6.2	-2.0	CCN(Cc1ccccc1)S(=O)(=O)c1ccc(C(=O)N2CCN(c3nc4ccccc4s3)CC2)cc1
i	20.1	-1.0	COc1ccc(CCNC(=S)N2CCN(S(=O)(=O)c3ccccc3)CC2)cc1
nt	10.9	-0.1	Cc1cc(C(=O)OCC(=O)N2C(C)CCCC2C)c2ccccc2n1 (stereo not drawn)
i	19.1	-0.5	CN(C)S(=O)(=O)c1ccc(NC(=O)COc2ncnc3c2cnn3-c2ccccc2)cc1
i	8.2	-1.3	CC(C(=O)NC1CCCC1)N1CCN(Cc2ccccc2)CC1 (stereo not drawn)
i	25.0	-1.8	Cc1c(NC(=O)C(C)OC(=O)c2cccc([N+](=O)[O-])c2)c(=O)n(-c2ccccc2)n1C (stereo not drawn)
i	6.1	0.3	O=C(CCC(=O)Nc1ccc(F)cc1)N/N=C/c1ccccc1O
i	22.4	-2.4	Cn1nnc2cc(C(=O)N3CCN(c4ccccc4)CC3)ccc21
i	11.2	1.6	CCOc1cc2[nH]c(=S)n(CC3CCCO3)c(=O)c2cc1OCC (stereo not drawn)
i	4.4	-1.4	COc1ccc(C(=O)N2CCN(CCCc3ccccc3)CC2)cc1OC
i	7.8	-3.8	C=CCn1c(=O)[nH]c2cc(C(=O)N3CCN(c4cccc(Cl)c4)CC3)ccc2c1=O
nt	0.2	0.8	CC(C)Oc1ccc(S(=O)(=O)N2CCCCC2)cc1NC(=O)CN1C(=O)NC(C)(C2CC2)C1=O (stereo not drawn)
i	29.4	-0.5	CNS(=O)(=O)c1cccc(C(=O)OCC(=O)c2cc(C)n(-c3ccc4c(c3)OCO4)c2C)c1
i	11.5	-1.5	Cc1ccc(C2=NS(=O)(=O)N(C)C(C(=O)N3CCCCC3)=C2)cc1
i	-0.5	-1.8	Cc1ccc2cc(CNC(C)C)c(=O)[nH]c2c1

# Single records, as listed above. Order of values: KCNQ2 block | OX1R FRET antag | STK33 inh
# Record of `c1ccc(CNC2=NCCC2)nc1` : i | 6.1 | -0.5
# Record of `COc1cccc(-c2nc(CS(=O)(=O)CC(=O)N3CCc4ccccc43)c(C)o2)c1` : i | 13.7 | -1.3

# Next entries
KCNQ2 block	OX1R FRET antag	STK33 inh	SMILES
i	20.5	0.0	Cc1cc(OCC(=O)N(C(C)C)C(C)C)ccc1Cl
i	4.2	-0.6	O=C(NCc1cccnc1)C(C(=O)c1ccc(F)cc1)n1ccccc1=O (stereo not drawn)
i	-0.5	-1.4	CC(Oc1ccc(Cl)cc1Cl)c1nc(-c2ccc(NC(=O)c3cccnc3)cc2)no1 (stereo not drawn)
i	47.0	-0.8	Cc1ccc(NC(=O)CCCSc2ccccc2)cc1S(=O)(=O)N1CCOCC1
i	4.5	1.4	CCCCn1c(SCC(=O)N2CCc3ccccc32)nnc1-c1ccncc1
i	16.4	-2.0	Cc1ccc2[nH]c(=O)c(CN(CCO)Cc3nnnn3CCc3ccccc3)cc2c1
i	16.8	-2.3	CN1CCCC(C(=O)C(C#N)c2ccccc2)C1 (stereo not drawn)
i	18.2	4.7	NC(=O)c1cc2c(s1)-c1cc(Cl)ccc1SC2
i	4.8	-1.7	COc1cc(NC(=O)c2ccccc2)ccc1NC(=O)c1cc2ccccc2o1
i	5.8	-0.8	Cc1ccc(S(=O)(=O)NNC(=O)Cc2cccn2C)cc1
i	72.4*	0.9	O=C(CCN1C(=O)c2ccc([N+](=O)[O-])cc2C1=O)Nc1nccs1
i	3.1	2.2	COc1ccc(/C=N/NC(=O)Cn2cnc3c2c(=O)n(C)c(=O)n3C)c(OC)c1OC
i	6.4	0.2	CC(=O)c1ccc(NC2CC(O)C(O)CO2)cc1 (stereo not drawn)
i	38.7	-0.2	O=c1[nH]c2ccccc2nc1/C=C/c1ccc(F)cc1
i	10.7	-0.9	COc1ccc(CNC(=S)NCc2ccc(F)cc2)cc1OC

# 6 entries from above, sorted by the number in OX1R FRET antag, highest first.
Compound,KCNQ2 block,OX1R FRET antag,STK33 inh
O=c1[nH]c2ccccc2nc1/C=C/c1ccc(F)cc1,i,38.7,-0.2
CN1CCCC(C(=O)C(C#N)c2ccccc2)C1 (stereo not drawn),i,16.8,-2.3
COc1cc(NC(=O)c2ccccc2)ccc1NC(=O)c1cc2ccccc2o1,i,4.8,-1.7
CCCCn1c(SCC(=O)N2CCc3ccccc32)nnc1-c1ccncc1,i,4.5,1.4
COc1ccc(/C=N/NC(=O)Cn2cnc3c2c(=O)n(C)c(=O)n3C)c(OC)c1OC,i,3.1,2.2
CC(Oc1ccc(Cl)cc1Cl)c1nc(-c2ccc(NC(=O)c3cccnc3)cc2)no1 (stereo not drawn),i,-0.5,-1.4

# Following part
KCNQ2 block	OX1R FRET antag	STK33 inh	SMILES
i	4.9	3.1	COc1cc(SC)ccc1C(=O)Nc1ccncc1
i	10.0	-2.4	Cc1ccccc1OCC(=O)Nc1ccc([N+](=O)[O-])cc1
i	16.5	-1.5	CCOCCCNC(=O)c1cn(CC)c2ccc(S(=O)(=O)N(C)C3CCCCC3)cc2c1=O
i	21.0	-0.5	Cc1ccc(C)c(OCc2ccc(C(=O)NN)o2)c1
i	16.3	0.0	CCn1c(C)nc2cc(C(=O)N/N=C/c3ccccc3C)ccc21
i	0.1	-0.8	COC(=O)c1cnn(-c2nc3c(C)cccc3s2)c1C
i	12.3	0.3	CCc1c(C(=O)NNC(=S)NCc2ccccc2)csc1C
i	-6.5	0.5	NC(=O)N/N=C/c1ccccc1OCc1cccc2ccccc12
nt	14.7	0.2	CCC(C)(C)C1CCC2(CC1)NC(=O)N(CC(=O)N(C)Cc1ccc3c(c1)OCCO3)C2=O (stereo not drawn)
i	11.5	-0.8	ONC(=Nc1ccccc1Cl)c1c(F)cccc1F
i	23.8	-0.5	O=C(N/N=C/c1ccc(OC(F)F)cc1)c1cc[n+]([O-])cc1
i	3.3	0.2	CC(=O)Nc1ccc(S(=O)(=O)N2CCN(c3ccc(C)c(Cl)c3)CC2)cc1
i	22.3	-0.5	CCC(=O)Nc1ccc(C(=O)NNC(=O)c2cc(OC)c(OC)c(OC)c2)cc1
i	9.7	1.8	CN(CCO)c1ncnc2nc[nH]c12
i	23.9	0.1	C/C(=N\NC(=O)c1cc(-c2ccco2)nc2ccccc12)c1cccnc1
i	24.2	nt	CCN(c1ccccc1)S(=O)(=O)c1ccc(OC)c(NC(=O)COc2ccc(C(C)=O)cc2)c1
nt	4.6	-1.4	COC(=O)c1ccc(-n2cc(-c3ccc(OC)cc3)[nH]c2=S)cc1
nt	3.1	-1.7	COc1ccc(OC)c(C(=O)CN2C(=O)C(=O)N(C3CCCC3)C2=O)c1
